Screens deposited in PubChem BioAssay by ICCB-Longwood Screening Facility, Harvard Medical School.
PV pol inh – inhibitors of poliovirus RNA polymerase binding and polymerization; P03300; poliovirus polymerase elongation, fluorescence polarization; active compounds read low; % elongation, % (compound at 16.7 µg/mL); 150,000 tested, 0.66% active; AID 588519; in the data active = % elongation below about 90%; note: some results filed as inactive read as strong as hits
Target sequence (P03300 1749-2209 limits assumed): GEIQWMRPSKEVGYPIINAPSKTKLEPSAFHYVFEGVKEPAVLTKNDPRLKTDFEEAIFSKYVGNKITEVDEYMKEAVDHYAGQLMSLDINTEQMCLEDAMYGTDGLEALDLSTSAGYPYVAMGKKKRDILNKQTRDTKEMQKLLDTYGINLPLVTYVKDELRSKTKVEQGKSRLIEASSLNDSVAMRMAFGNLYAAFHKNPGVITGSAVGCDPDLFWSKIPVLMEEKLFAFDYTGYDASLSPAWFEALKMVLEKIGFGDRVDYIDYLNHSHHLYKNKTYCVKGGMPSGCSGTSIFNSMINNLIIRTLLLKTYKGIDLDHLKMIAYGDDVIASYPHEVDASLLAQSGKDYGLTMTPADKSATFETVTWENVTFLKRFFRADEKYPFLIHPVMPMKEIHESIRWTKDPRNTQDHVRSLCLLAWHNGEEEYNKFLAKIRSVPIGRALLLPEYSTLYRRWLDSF
PV pol inh FP z-score – also measured in PV pol inh; calls as there; z-score; measured here: FP z-score; hits read low
Active calls of the source: *.

Screening CCCNC(=O)Cn1nc(-c2ccc(OC)cc2)c2cnc3ccc(F)cc3c21 returned PV pol inh 107 and PV pol inh FP z-score 0.2.
CCN(Cc1ccccc1)C(=O)CN(c1ccc(OC)cc1)S(=O)(=O)c1c(C)nn(C)c1C was read as PV pol inh 110 and PV pol inh FP z-score 1.
Screening CN1CCCc2cc(/C=C3\Cc4ccccc4C3=O)ccc21 returned PV pol inh 76 and PV pol inh FP z-score -3.3.
`CCN(CC)C/C=C/c1c(F)c(F)c(NCCOC)c(F)c1F` gave PV pol inh 98 and PV pol inh FP z-score -0.4.
O=C(c1ccc(CS(=O)c2ccccc2)o1)N1CCN(c2ccccc2F)CC1 (configuration not stated) was read as PV pol inh 100 and PV pol inh FP z-score -0.5.
Cc1nc2ccccc2nc1C(=O)NCCN1CCN(c2ccccc2)CC1 was read as PV pol inh 100 and PV pol inh FP z-score -0.3.
Screening CC(=O)NCc1ccc(C(=O)CSc2nnc(-c3cccs3)n2C2CC2)s1 returned PV pol inh 112 and PV pol inh FP z-score 1.2.
`CCOC(=O)c1[nH]c(COC(=O)[C@H](Cc2ccccc2)NC(=O)c2ccco2)c(C(=O)OCC)c1C` gave PV pol inh 105 and PV pol inh FP z-score 0.3.
COc1ccc(Cc2nc(S(=O)(=O)c3ccc(C)cc3)c(N3CCC(C)CC3)o2)cc1 was read as PV pol inh 100 and PV pol inh FP z-score -0.1.
For COc1ccc(C2C=C(C)Nc3nc4ccccc4n32)cc1 (configuration not stated) the results were PV pol inh 103 and PV pol inh FP z-score -0.1.
For CC1N(C)c2cc(NC(=O)c3ccco3)c(P(=O)(Nc3cccc(C(F)(F)F)c3)N3CCOCC3)cc2C1(C)C (configuration not stated) the results were PV pol inh 107 and PV pol inh FP z-score 0.6.
`O=c1cc(Cn2cc(C(F)(F)F)cc(Cl)c2=O)[nH]c(=O)[nH]1` gave PV pol inh 107 and PV pol inh FP z-score 0.4.
Screening CC1CCC(NC(=O)c2ccc(CSc3nc4ccncc4[nH]3)cc2)CC1 (configuration not stated) returned PV pol inh 104 and PV pol inh FP z-score 0.7.
Screening CC(=O)c1ccc(NC(=O)Nc2sc3nc4n(c(=O)c3c2C)CCC(C)CC4)cc1 (configuration not stated) returned PV pol inh 108 and PV pol inh FP z-score 0.5.
For COC(=O)/C(=C/c1ccc2c(c1)OCO2)NC(=O)c1ccco1 the results were PV pol inh 116 and PV pol inh FP z-score 6.2.
For COc1ccc(F)cc1S(=O)(=O)NCC(c1ccco1)S(=O)(=O)c1ccc(F)cc1 (configuration not stated) the results were PV pol inh 105 and PV pol inh FP z-score -0.1.
For COc1cc(C2CC(=O)Nc3nc(SC)[nH]c(=O)c32)ccc1OCC(N)=O (configuration not stated) the results were PV pol inh 99 and PV pol inh FP z-score -1.3.
Screening N#CCCC1CCCCCCCCCCC1=O (configuration not stated) returned PV pol inh 103 and PV pol inh FP z-score 0.5.
Screening Cc1nnn(C23CC4CC(CC(C(=O)NC5CCCCCC5)(C4)C2)C3)n1 returned PV pol inh 101 and PV pol inh FP z-score -0.4.
`O=C(Oc1ccc(Cl)cc1Cl)c1ccc(Br)o1` gave PV pol inh 103 and PV pol inh FP z-score 0.3.
Screening Cn1c(=O)n(C)c2cc(CNCCc3ccccc3F)ccc21 returned PV pol inh 103 and PV pol inh FP z-score -0.8.
O=C(COc1ccc(Cl)cc1Cl)N=P(C1CCCCC1)(N1CCOCC1)N1CCOCC1 was read as PV pol inh 101 and PV pol inh FP z-score -0.2.
CCOC(OCC)P(=O)(C(C)C)C(C)C was read as PV pol inh 99 and PV pol inh FP z-score -0.1.
`CC1C(c2ccccc2)O/C(=N\S(=O)(=O)c2ccc(Cl)cc2)N1C` (configuration not stated) gave PV pol inh 105 and PV pol inh FP z-score 0.
For CC(=O)OC12CC3CC(C1)C(=O)C(C3)C2 the results were PV pol inh 99 and PV pol inh FP z-score -0.5.
COc1cccc(CNc2cccc3cccnc23)c1O was read as PV pol inh 104 and PV pol inh FP z-score 0.7.
Cc1ccc(N2C(=O)c3ccccc3NC2c2ccc(C)o2)cc1 (configuration not stated) was read as PV pol inh 105 and PV pol inh FP z-score 0.2.
For Cc1ccc(CCNS(=O)(=O)c2ccc3c(c2)C(C(C)C)C(=O)N3)cc1 (configuration not stated) the results were PV pol inh 112 and PV pol inh FP z-score 1.2.
CCOC(=O)c1c(C)oc2nc(C)nc(NCCCN3CCN(c4cc(Cl)ccc4C)CC3)c12 was read as PV pol inh 104 and PV pol inh FP z-score -0.4.
`COc1ccc2c(C)nc(NC3=NCC(=O)N3)nc2c1` gave PV pol inh 97 and PV pol inh FP z-score -0.6.
`CCCOc1ccc(C2C3=C(CCCC3=O)OC3=C2C(=O)CCC3)cc1OCC` gave PV pol inh 102 and PV pol inh FP z-score 0.
O=C(NCCCN1CCCC1)c1cc(-c2ccncc2)nc2ccccc12 was read as PV pol inh 103 and PV pol inh FP z-score 0.6.
Screening N#Cc1ccc(COc2nncc(Cl)c2Cl)cc1 returned PV pol inh 96 and PV pol inh FP z-score -1.2.
Screening Clc1ccc(-n2ncc3c(Cl)ncnc32)cc1 returned PV pol inh 100 and PV pol inh FP z-score -0.6.
Cn1cccc1/C=N/NC(=O)CSc1nnc(-c2ccccc2)n1-c1ccccc1 was read as PV pol inh 101 and PV pol inh FP z-score -0.1.
CC(=O)c1cccc(NC(=O)c2oc3c(c2C)-c2nn(Cc4ccc(Cl)cc4)cc2CC3)c1 was read as PV pol inh 93 and PV pol inh FP z-score -2.4.
For Cc1ccccc1CNC(=O)c1ccc2nc(SCc3ccc(F)cc3)n(C)c2c1 the results were PV pol inh 108 and PV pol inh FP z-score -0.6.
CN(C)C(=O)c1ccccc1-c1ccccc1C(=O)O was read as PV pol inh 99 and PV pol inh FP z-score -0.1.
For Cc1cc(C)n(CC(O)CN2c3ccccc3Sc3ccccc32)n1 (configuration not stated) the results were PV pol inh 102 and PV pol inh FP z-score 0.
NC(=O)NCC(=O)NCC1COc2ccccc2O1 (configuration not stated) was read as PV pol inh 102 and PV pol inh FP z-score -0.1.

Grouped by structure, those above with a furan ring, fused or not.
O=C(c1ccc(CS(=O)c2ccccc2)o1)N1CCN(c2ccccc2F)CC1 (configuration not stated) was read as PV pol inh 100 and PV pol inh FP z-score -0.5.
`CCOC(=O)c1[nH]c(COC(=O)[C@H](Cc2ccccc2)NC(=O)c2ccco2)c(C(=O)OCC)c1C` gave PV pol inh 105 and PV pol inh FP z-score 0.3.
For CC1N(C)c2cc(NC(=O)c3ccco3)c(P(=O)(Nc3cccc(C(F)(F)F)c3)N3CCOCC3)cc2C1(C)C (configuration not stated) the results were PV pol inh 107 and PV pol inh FP z-score 0.6.
For COC(=O)/C(=C/c1ccc2c(c1)OCO2)NC(=O)c1ccco1 the results were PV pol inh 116 and PV pol inh FP z-score 6.2.
For COc1ccc(F)cc1S(=O)(=O)NCC(c1ccco1)S(=O)(=O)c1ccc(F)cc1 (configuration not stated) the results were PV pol inh 105 and PV pol inh FP z-score -0.1.
`O=C(Oc1ccc(Cl)cc1Cl)c1ccc(Br)o1` gave PV pol inh 103 and PV pol inh FP z-score 0.3.
Cc1ccc(N2C(=O)c3ccccc3NC2c2ccc(C)o2)cc1 (configuration not stated) was read as PV pol inh 105 and PV pol inh FP z-score 0.2.
CCOC(=O)c1c(C)oc2nc(C)nc(NCCCN3CCN(c4cc(Cl)ccc4C)CC3)c12 was read as PV pol inh 104 and PV pol inh FP z-score -0.4.
CC(=O)c1cccc(NC(=O)c2oc3c(c2C)-c2nn(Cc4ccc(Cl)cc4)cc2CC3)c1 was read as PV pol inh 93 and PV pol inh FP z-score -2.4.

Continued.
Screening COc1ccccc1N1CCN(C(=O)CCCCCn2c(=S)[nH]c3cc4c(cc3c2=O)OCO4)CC1 returned PV pol inh 102 and PV pol inh FP z-score 0.5.
Cc1cccc(NC(=O)C2CCN(c3cnccn3)CC2)c1 was read as PV pol inh 102 and PV pol inh FP z-score -1.1.
`CC1(C)CC(=O)c2sc(NC(=O)c3ccc(S(C)(=O)=O)cc3)nc2C1` gave PV pol inh 104 and PV pol inh FP z-score 0.6.
`O=C(Oc1ccc2cc(Br)ccc2c1)c1cccnc1Cl` gave PV pol inh 101 and PV pol inh FP z-score -0.4.
Screening Oc1ccc2ccccc2c1C=NCc1cn2ccccc2n1 returned PV pol inh 104 and PV pol inh FP z-score 0.3.
For O=c1c2cn[nH]c2nc2ccccn12 the results were PV pol inh 97 and PV pol inh FP z-score -1.5.
Screening O=c1ccc(=O)n(CN2CCC(Cc3ccccc3)CC2)[nH]1 returned PV pol inh 100 and PV pol inh FP z-score -0.3.
`CN(c1ccc(F)cc1)S(=O)(=O)c1ccc(Cl)c(C(=O)NCc2ccco2)c1` gave PV pol inh 104 and PV pol inh FP z-score 0.2.
`CCc1ccc2ncc(C(=O)c3ccccc3)c(N3CCOCC3)c2c1` gave PV pol inh 103 and PV pol inh FP z-score -0.1.
`Cc1oc(-c2ccccc2F)nc1CN1CCC(C(=O)NCCc2ccc(Cl)cc2)CC1` gave PV pol inh 104 and PV pol inh FP z-score -0.2.
Screening O=C1c2ccccc2C(Nc2ccccc2)N1Cc1ccc2c(c1)OCO2 (configuration not stated) returned PV pol inh 100 and PV pol inh FP z-score 0.
`CNC(=O)c1cc(C#N)c(SC)s1` gave PV pol inh 102 and PV pol inh FP z-score -0.6.
COc1cc(/C=C/C(=O)NCCn2ccc3ccccc32)cc(OC)c1OC was read as PV pol inh 101 and PV pol inh FP z-score -0.1.
Cc1cc(C)cc(NS(=O)(=O)c2ccc3c(c2)OCC(C(=O)N2CCCC2)O3)c1 (configuration not stated) was read as PV pol inh 107 and PV pol inh FP z-score 0.2.
For CN(C)C(CNC(=O)c1ccc(S(=O)(=O)NCc2ccco2)cc1)c1ccccc1 (configuration not stated) the results were PV pol inh 105 and PV pol inh FP z-score 0.4.
Cc1ccc(-c2nc3ncccn3c2Nc2ccc3c(c2)OCCO3)cc1 was read as PV pol inh 112 and PV pol inh FP z-score -0.1.
COc1ccc(Cn2cc(C(=O)c3ccc(OC)cc3)c(=O)c3cc4c(cc32)OCCO4)cc1 was read as PV pol inh 112 and PV pol inh FP z-score 1.3.
CCOc1cc(CNCc2cccnc2)cc(Cl)c1OCC(N)=O was read as PV pol inh 99 and PV pol inh FP z-score -0.5.
`Cc1cc(C)n(CCCNC(=O)/C=C/c2c(Cl)nc3ccccn23)n1` gave PV pol inh 96 and PV pol inh FP z-score -0.8.
For C=CCn1c(=O)c2ccccc2n2c(SC3CCOC3=O)nnc12 (configuration not stated) the results were PV pol inh 100 and PV pol inh FP z-score -0.5.
Screening CCN(C(=O)Cn1cnc2ccccc21)c1ccccc1 returned PV pol inh 104 and PV pol inh FP z-score 0.9.
O=C(O)CC(c1ccc(Cl)cc1)N1C(=O)CCC1=O (configuration not stated) was read as PV pol inh 105 and PV pol inh FP z-score 0.1.
CCc1ccc(NC(=O)c2ccc(F)c(S(=O)(=O)NCc3ccc(Cl)c(Cl)c3)c2)cc1 was read as PV pol inh 106 and PV pol inh FP z-score -0.3.
For N#Cc1ccc(OCC(O)CNC23CC4CC(CC(C4)C2)C3)cc1 (configuration not stated) the results were PV pol inh 104 and PV pol inh FP z-score 0.2.
Screening O=C(Oc1ccc2ccccc2c1CN1CCOCC1)c1cc(=O)[nH]c2ccccc12 returned PV pol inh 101 and PV pol inh FP z-score 0.
For CSc1nnc2c(n1)OC(C)N(C(C)=O)c1ccccc1-2 (configuration not stated) the results were PV pol inh 100 and PV pol inh FP z-score -0.4.
Screening Cc1nn(C)c(C)c1/C=C/C(=O)C(C)(C)C returned PV pol inh 103 and PV pol inh FP z-score -0.1.
`CC1CCCN(C(=O)C(Cc2ccccc2)NS(=O)(=O)c2ccc3c(c2)CCC(=O)N3)C1` (configuration not stated) gave PV pol inh 103 and PV pol inh FP z-score 0.5.
For Nc1nnc(SCCN2C(=O)c3ccccc3S2(=O)=O)s1 the results were PV pol inh 100 and PV pol inh FP z-score 0.
`O=C(CSc1nnc(-c2ccc3c(c2)OCO3)o1)OCCN1C(=O)c2ccccc2C1=O` gave PV pol inh 104 and PV pol inh FP z-score 0.2.
O=C(Nc1ccc(Br)cc1F)C1CCC1 was read as PV pol inh 99 and PV pol inh FP z-score -1.
For CCCCOc1ccccc1NC(=O)CC1Sc2ccccc2NC1=O (configuration not stated) the results were PV pol inh 108 and PV pol inh FP z-score 0.9.
For CCc1ccc(-n2nc(C)c3c(C)cc(=O)n(CC(=O)Nc4ccc(F)cc4C)c32)cc1 the results were PV pol inh 104 and PV pol inh FP z-score -0.1.
Screening Cc1cc(C)c(Nc2nc3ccccc3n3c(C)nnc23)c(C)c1 returned PV pol inh 108 and PV pol inh FP z-score 0.3.
Screening COC(=O)Cc1[nH]n(-c2ccc(F)cc2)c(=O)c1C(C)=NCCc1cnc[nH]1 returned PV pol inh 102 and PV pol inh FP z-score 0.
`CC(=O)Nc1ccc2c(c1)nc1n2CCN(C2CCCCC2)C1` gave PV pol inh 104 and PV pol inh FP z-score 0.8.

Only part of the results is shown; the hit share may differ from the screen's.
